Compound activity as filed in PubChem.
EBI2 block: EBI2 (human) antagonism. P32249. EBI2 beta-arrestin recruitment, luminescence, 7a,25-OHC stimulated. inhibition, % at 5 µM. 360,000 tested, 0.81% active. AID 651636; in the data active means inhibition above about 38%;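 further: enzyme fragment complementation signal reports receptor beta-arrestin coupling in cells; 0% = agonist plus DMSO wells and 100% = wells without agonist; some results beyond the cut were filed as inactive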
Gli-Sufu antag: Gli-Sufu pathway antagonism; Sufu-KO-LIGHT fibroblasts, Gli luciferase reporter luminescence; inhibition, % at 5 µM; 340,000 tested, 0.74% active; AID 588413;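 active means inhibition above about 55%, limit read from the data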;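 further: 0% = DMSO-treated cells and 100% = wells with medium but no cells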
APJ antagonist: APJ receptor antagonism; 330,000 tested, 0.32% active; P35414; CHO-K1 APJ beta-arrestin complementation, luminescence; inhibition, % at 20 µM;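 active means inhibition above about 40% at 20 µM, limit read from the data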;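 further: cells challenged with 10 nM apelin-13 agonist together with compound; plate controls were apelin-13 plus DMSO wells for no effect and DMSO wells lacking apelin-13 for full effect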
Target sequence (P35414 whole entry, looked up): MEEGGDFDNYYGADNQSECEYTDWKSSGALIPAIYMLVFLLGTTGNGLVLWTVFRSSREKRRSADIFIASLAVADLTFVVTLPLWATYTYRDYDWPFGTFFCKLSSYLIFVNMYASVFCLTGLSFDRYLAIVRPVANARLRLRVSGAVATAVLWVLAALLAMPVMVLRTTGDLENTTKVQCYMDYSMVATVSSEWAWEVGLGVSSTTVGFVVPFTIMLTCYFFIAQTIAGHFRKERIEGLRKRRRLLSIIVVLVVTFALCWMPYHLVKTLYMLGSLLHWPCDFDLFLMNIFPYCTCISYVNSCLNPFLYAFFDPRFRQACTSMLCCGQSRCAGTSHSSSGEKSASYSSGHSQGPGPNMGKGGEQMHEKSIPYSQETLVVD
APJ ag: APJ receptor agonism; 330,000 tested, 0.11% active; P35414; CHO-K1 APJ PathHunter beta-arrestin, luminescence; 0% DMSO wells, 100% apelin; AID 2520; activation, % at 20 µM;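 active means activation more than six SD over the plate average, tested at 20 µM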;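 further: 0% = DMSO alone and 100% = apelin-13 at 10 nM; some results filed as inactive read as strong as hits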
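Assay system: CHO-K1 APJ beta-arrestin complementation cell line / Compound: single test compound dose, 20 µM final, 1% DMSO / Times: overnight seeding, 90 min compound at 25 °C, 1 h detection / Technique: beta-gal luminescence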
UBC13 polyUb: blocks human UBC13 polyubiquitin chain formation; P61088; TR-FRET; inhibition, % at 20 µM; 330,000 tested, 0.47% active; in the data active means inhibition above about 45%, passing the limit was not always enough
Target sequence (P61088 whole entry, looked up): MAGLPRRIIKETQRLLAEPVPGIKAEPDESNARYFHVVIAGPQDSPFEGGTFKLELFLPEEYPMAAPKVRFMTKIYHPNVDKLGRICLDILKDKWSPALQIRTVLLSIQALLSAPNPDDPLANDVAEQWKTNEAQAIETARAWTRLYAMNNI
ATG4B inh: blocks human ATG4B protease cleavage of LC3 substrate. Q9Y4P1. ATG4B cleavage of LC3-PLA2, NBD-HPC fluorescence, 1 h. inhibition, % at 8.33 µM. 340,000 tested, 0.51% active. AID 504462; in the data active means inhibition above about 40%
CCR6 antagonist: blocks CCL20-driven beta-arrestin recruitment at human CCR6. inhibition, % at 20 µM. P51684. CHO-K1 CCR6 PathHunter beta-arrestin, luminescence, CCL20-stimulated. 340,000 tested, 0.49% active;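 active means compounds whose inhibition of the agonist-driven luminescence signal at 20 µM reaches about 50%, limit read from the data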;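 further: cells stimulated with CCL20 at 14 nM final; plate controls were DMSO with CCL20 for no effect and DMSO without agonist for full effect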
CXCR6 inh: blocks human CXCR6 beta-arrestin recruitment; O00574; CHO-K1 PathHunter CXCR6 beta-arrestin, luminescence; inhibition, % at 20 µM; 360,000 tested, 0.36% active; AID 602244; in the data active means inhibition above about 34%, passing the limit was not always enough;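 further: antagonist mode with CXCL16 agonist at 10 nM final; 0% = 10 nM CXCL16 with DMSO and 100% = unstimulated wells without agonist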
Target sequence (O00574 whole entry, looked up): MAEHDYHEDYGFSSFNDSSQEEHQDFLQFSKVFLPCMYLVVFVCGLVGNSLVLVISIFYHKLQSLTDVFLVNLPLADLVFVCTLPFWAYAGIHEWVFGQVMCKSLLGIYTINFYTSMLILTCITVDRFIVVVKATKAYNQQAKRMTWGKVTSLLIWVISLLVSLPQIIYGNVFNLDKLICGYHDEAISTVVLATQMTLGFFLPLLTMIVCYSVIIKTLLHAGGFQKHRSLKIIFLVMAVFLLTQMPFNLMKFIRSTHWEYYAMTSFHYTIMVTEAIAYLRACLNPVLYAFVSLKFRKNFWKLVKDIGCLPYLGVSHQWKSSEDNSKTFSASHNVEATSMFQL
Active calls of the source: *; . = not tested or not shown.

SMILES	EBI2 block	Gli-Sufu antag	APJ antagonist	APJ ag	UBC13 polyUb	ATG4B inh	CCR6 antagonist	CXCR6 inh
CCn1nnc(-c2ccc(N)cc2)n1	-10	-9	17	-2	-10	1	12	-4
CNC(=O)NC(=O)C(C)OC(=O)c1ccc(Cl)c(S(=O)(=O)Nc2ccc(F)cc2)c1 (configuration not stated)	0	10	-1	-2	-6	-1	-8	3
Cc1cnc(C(=O)OCC(=O)Nc2ncc(Cl)cc2Cl)cn1	-11	-1	-57	-3	-10	5	6	2
CN1CCN(S(=O)(=O)c2cccc(C(=O)Nc3cccc([N+](=O)[O-])c3)c2)CC1	-22	2	11	2	4	-12	10	-8
O=C(NNC(=O)C1CC1)c1cc(Br)c(Br)s1	2	1	-4	-2	-8	-11	13	0
CC(C)NC(=O)CSc1ncccc1-c1nc2ccccc2[nH]1	-7	-8	-11	-2	-2	5	-14	-4
CCCCN(C)C(=O)c1cc2cc3ccc(OC)cc3nc2s1	4	-105	-2	-4	7	-11	0	3
Cc1ccc(Nc2cc(C)nc3nc(C)nn23)cc1	0	-1	-3	-1	-8	-2	-5	-2
Cc1c(Br)c([N+](=O)[O-])nn1CC(=O)NCc1cccs1	-19	3	18	-8	6	7	7	-11
O=C(CN(Cc1ccccc1)S(=O)(=O)c1ccc(F)cc1)NCc1ccncc1	4	-6	2	-8	1	-5	21	-3
O=C(Nc1ncnc2sc3c(c12)CCCCC3)c1ccc(F)cc1	31	0	-5	-3	3	-5	26	26
COC(=O)Nc1ccc(S(=O)(=O)N2CCCC(C(=O)NC3CCS(=O)(=O)C3)C2)cc1 (configuration not stated)	-8	7	-15	2	-17	7	-7	-8
COC(=O)/C=C1\N/C(=N\c2nc(C)cc(C)n2)N(c2ccccc2)C1=O	1	5	14	0	-6	-8	-1	3
O=C(Nc1cccc2ncccc12)C(c1ccccc1)c1ccccc1	20	-5	13	-4	5	-9	11	3
O=C(COC(=O)c1ccc(F)cc1Cl)Nc1cccc(S(=O)(=O)N2CCOCC2)c1	5	-2	1	1	9	-9	-1	-5
CCCC(=O)N1CCc2cc(-c3nc(N)sc3C)ccc21	7	-33	4	3	-6	14	8	-5
CCCCN(CCCC)C(=S)NC(=O)C(C)(C)C	2	-1	-1	-2	17	5	2	2
O=C(NNC1=Nc2ccccc2SC1)c1ccc(F)cc1	3	-3	4	6	-8	2	29	18
COc1cc(Br)ccc1NC(=O)c1ccccc1-c1ccccc1C(=O)O	7	6	2	-2	-3	5	-8	2
O=C(NC1(C(F)(F)F)NC(=O)N(C2CCCCC2)C1=O)c1cccs1 (configuration not stated)	0	-8	0	4	-4	4	14	2
COc1cc(COc2ccc3c(C)c(Cc4ccccc4)c(=O)oc3c2)cc(OC)c1OC	15	24	1	0	24	-6	8	2
Cc1cccc(NC(=O)CCSc2ccccn2)c1	-6	-7	6	-6	8	1	-11	-2
CC(=O)Nc1sc(C)c(C)c1C(=O)OCC(=O)NCc1ccc(Cl)cc1	-3	9	5	-6	9	-1	7	0
Cn1nnnc1Sc1ncnc2scc(-c3ccc[nH]3)c12	-44	23	-2	-2	-6	-1	4	0
Nc1c(Cl)cc(-c2cn(CCC(=O)O)c(-c3ccncc3)n2)cc1Cl	-8	-24	-17	6	2	-5	2	-9

Results in APJ ag, ATG4B inh and Gli-Sufu antag, for some of the entries so far:
mol | APJ ag | ATG4B inh | Gli-Sufu antag
O=C(NNC(=O)C1CC1)c1cc(Br)c(Br)s1 | -2 | -11 | 1
CC(C)NC(=O)CSc1ncccc1-c1nc2ccccc2[nH]1 | -2 | 5 | -8

Reformatted field by field: part of the list above.
COc1cc(Br)ccc1NC(=O)c1ccccc1-c1ccccc1C(=O)O
  EBI2 block = 7; Gli-Sufu antag = 6; APJ antagonist = 2; APJ ag = -2; UBC13 polyUb = -3; ATG4B inh = 5; CCR6 antagonist = -8; CXCR6 inh = 2
O=C(NC1(C(F)(F)F)NC(=O)N(C2CCCCC2)C1=O)c1cccs1 (configuration not stated)
  EBI2 block = 0; Gli-Sufu antag = -8; APJ antagonist = 0; APJ ag = 4; UBC13 polyUb = -4; ATG4B inh = 4; CCR6 antagonist = 14; CXCR6 inh = 2
COc1cc(COc2ccc3c(C)c(Cc4ccccc4)c(=O)oc3c2)cc(OC)c1OC
  EBI2 block = 15; Gli-Sufu antag = 24; APJ antagonist = 1; APJ ag = 0; UBC13 polyUb = 24; ATG4B inh = -6; CCR6 antagonist = 8; CXCR6 inh = 2

Sorted by number of heavy atoms (falling): part of the list above
SMILES	EBI2 block	Gli-Sufu antag	APJ antagonist	APJ ag	UBC13 polyUb	ATG4B inh	CCR6 antagonist	CXCR6 inh
O=C(Nc1cccc2ncccc12)C(c1ccccc1)c1ccccc1	20	-5	13	-4	5	-9	11	3
CCCC(=O)N1CCc2cc(-c3nc(N)sc3C)ccc21	7	-33	4	3	-6	14	8	-5
Cc1ccc(Nc2cc(C)nc3nc(C)nn23)cc1	0	-1	-3	-1	-8	-2	-5	-2

Other entries:
SMILES	EBI2 block	Gli-Sufu antag	APJ antagonist	APJ ag	UBC13 polyUb	ATG4B inh	CCR6 antagonist	CXCR6 inh
Cc1nonc1C1CCCN1Cc1nc(-c2ccc(F)cc2F)oc1C (configuration not stated)	3	9	-24	-1	1	-9	18	-3
Cc1csc(NC(=O)Cc2ccc(Br)cc2)n1	8	1	8	-2	4	4	5	-4
C=CCNC(=O)c1ccccc1NC(=O)c1ccc(Cl)c(S(=O)(=O)Nc2ccccc2)c1	10	-5	1	2	7	-13	4	1
O=c1[nH]c2ccc(NCc3ccccc3OCc3ccc(Cl)cc3)cc2[nH]1	-17	-16	-11	0	4	14	20	-6
CCN(C(=O)COC(=O)/C(C#N)=C/c1ccc(N(C)C)cc1)C1CCS(=O)(=O)C1 (configuration not stated)	12	-8	15	-4	-102	-1	14	6
CCOCCc1c(O)nc(SCC(=O)N2CCOCC2)[nH]c1=O	-11	15	5	-1	8	-7	-12	0
CC(=O)Nc1ccc(C(=O)OCc2ccccc2Br)cc1	7	-11	-6	-3	9	36	-10	5
Cc1ccc(-c2cn(-c3ccc(SC(F)F)cc3)c3[n+]2CCC3)cc1	-15	76*	7	4	9	2	-3	6
CCOC(=O)c1c(C)c(C(=O)N2CCCCCC2)c(C)n1CC	1	0	26	-4	-3	-9	-5	-3
Cn1ccnc1SCCC#N	-3	4	6	-2	5	-13	20	-11
COc1cc(S(C)=O)ccc1-c1nc2ncccc2[nH]1 (configuration not stated)	4	1	0	2	21	3	11	-1
O=C(O)C1CCN(C(=O)c2scc3c2OCCO3)CC1	-11	1	-10	-3	5	4	4	5
O=C(Nc1cccc(-n2cnnn2)c1)c1ccc(C(F)(F)F)cc1	3	-2	-26	-5	-3	-6	3	-2
Cn1c(SCC(=O)Nc2ccccc2O)nnc1-c1ccco1	-2	-2	8	1	-4	-3	15	-6
CCCCC(CC)C1OCC(CN2CCCCC2)O1 (configuration not stated)	-1	8	23	1	-11	-7	7	6
CC(C)(O)P(C)(=O)c1ccccc1 (configuration not stated)	-10	6	20	-1	4	-2	-15	-4
COCCN1C2=C(C(=O)CC(C)(C)C2)C(c2ccc(OC)c(OC)c2)C2=C1CC(C)(C)CC2=O	-4	-6	5	-1	-2	3	13	7
CCOc1ccc(OCC)c(Nc2cc(C)nc3ncnn23)c1	-4	-14	-45	-3	-2	1	12	0
COc1ccc(S(=O)(=O)N2CCCCC2)cc1NC(=O)CCCOc1ccccc1	8	-20	1	-4	17	-5	22	2
COc1cccc(CNC(=O)C2CCN(S(=O)(=O)c3ccc4c(c3)CC(C)N4C(C)=O)CC2)c1 (configuration not stated)	6	5	-25	-2	5	14	-7	-5
COc1ccccc1OC(=O)Cc1cccc2ccccc12	4	7	-1	-2	-2	4	1	0
CCOC(=O)c1[nH]c2cc(OC)c(OC)cc2c1N	-7	4	-15	4	-8	-6	9	-7
c1ccc(-c2nnc3ccc(N4CCC5(CC4)OCCO5)nn23)cc1	1	4	-5	-1	-11	-9	-14	-2
CCC(C)NC(=O)c1ccccc1NC(=O)c1ccc(CSc2ccccc2)cc1 (configuration not stated)	-7	4	-3	-2	4	8	25	7
Cc1ccccc1N1C(=O)[C@@H]2Cc3ccccc3CN2C1=O	3	6	0	-3	0	-6	10	-1
SMILES	EBI2 block	Gli-Sufu antag	APJ antagonist	APJ ag	UBC13 polyUb	ATG4B inh	CCR6 antagonist	CXCR6 inh
O=C(NO)c1ccc(OC(F)F)cc1	-2	5	13	0	7	0	-3	-1
COc1ccccc1CNC(=O)C1CCCN(c2cnccn2)C1 (configuration not stated)	-2	.	-17	6	-4	4	-7	12
CC(C)C(NC(=O)c1ccc(S(=O)(=O)N2CCOCC2)cc1)c1nc2ccccc2[nH]1 (configuration not stated)	8	1	13	3	3	-1	11	-3
CCC(CO)n1c(SCc2cc(=O)oc3cc(C)ccc23)nc2ccccc2c1=O (configuration not stated)	15	2	9	-2	-2	-9	27	7
O=S(=O)(Nc1ccccc1)c1ccc(NS(=O)(=O)c2c(F)cccc2F)cc1	-10	33	9	-1	-3	-5	7	-4
C/C(=N/NC(=O)c1ccncc1)c1ccc(NC(=O)c2ccc(Cl)cc2Cl)cc1	3	-2	18	2	-4	10	6	8

Complete entries from above.
C/C(=N/NC(=O)c1ccncc1)c1ccc(NC(=O)c2ccc(Cl)cc2Cl)cc1 reads EBI2 block: 3; Gli-Sufu antag: -2; APJ antagonist: 18; APJ ag: 2; UBC13 polyUb: -4; ATG4B inh: 10; CCR6 antagonist: 6; CXCR6 inh: 8
COc1ccccc1CNC(=O)C1CCCN(c2cnccn2)C1 (configuration not stated) reads EBI2 block: -2; Gli-Sufu antag: .; APJ antagonist: -17; APJ ag: 6; UBC13 polyUb: -4; ATG4B inh: 4; CCR6 antagonist: -7; CXCR6 inh: 12
